NPYLR7 agonist – activates Aedes aegypti NPYLR7 receptor; HEK293T NPYLR7/Galpha15, GCaMP6s calcium fluorescence; activation, % at 10 µM; 0.15% of 270,000 active; AID 1259423; in the data active means activation above about 40%;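 further: 0% = vehicle and 100% = reference agonist at the receptor; some compounds past the cut are filed as inactive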
hcGAS lum – inhibitors of human cGAS; inhibition, % at 12.5 µM; Q8N884; recombinant h-cGAS, ATP depletion, Kinase-Glo luminescence; 0.081% of 290,000 active;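 further: 0% = vehicle reaction and 100% = reaction without DNA for no activity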
Target sequence (Q8N884 whole entry, looked up): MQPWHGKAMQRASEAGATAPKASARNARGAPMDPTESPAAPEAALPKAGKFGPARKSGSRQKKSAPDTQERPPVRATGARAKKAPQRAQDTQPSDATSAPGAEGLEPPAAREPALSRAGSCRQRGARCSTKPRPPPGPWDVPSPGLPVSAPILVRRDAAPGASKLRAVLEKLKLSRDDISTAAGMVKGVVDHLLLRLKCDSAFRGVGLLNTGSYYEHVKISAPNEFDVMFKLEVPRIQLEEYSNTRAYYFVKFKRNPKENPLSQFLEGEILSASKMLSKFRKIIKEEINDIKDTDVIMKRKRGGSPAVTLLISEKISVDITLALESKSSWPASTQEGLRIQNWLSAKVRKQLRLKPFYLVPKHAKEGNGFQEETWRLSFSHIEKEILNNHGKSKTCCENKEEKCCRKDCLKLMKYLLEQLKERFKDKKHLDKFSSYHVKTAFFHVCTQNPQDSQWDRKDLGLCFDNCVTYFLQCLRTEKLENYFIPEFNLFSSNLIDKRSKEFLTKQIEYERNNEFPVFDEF
mcGAS lum – blocks mouse cGAS activity. 0.15% of 160,000 active. AID 1259399. inhibition, % at 12.5 µM. recombinant cGAS, Kinase-Glo ATP depletion luminescence;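 further: 0% = negative control wells and 100% = reference inhibitor with no enzyme activity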
* marks the source's active call; other numbers are inactive results; & = joins results of further samples. Unless noted, no stated cut-off is given here; in the data, active means inhibition above about 40%; inactive means the rest.

What do the screens show for `O=C1CC(c2ccccc2C(F)(F)F)c2ccc3ccccc3c2N1` (stereo not given)?
NPYLR7 agonist: -8; hcGAS lum: -3

Results for CCn1cc(NC(=O)C(=O)NCC2CCCCC2C)ccc1=O (stereo not given) ?
NPYLR7 agonist: 2; hcGAS lum: -5; mcGAS lum: -8

Results for CCC1(C)C(=O)NCCN1C(=O)Cc1c(C)nc(C)[nH]c1=O (stereo not given) ?
NPYLR7 agonist: 0&16; hcGAS lum: -2&-4

What do the screens show for `CCOC(=O)CC1=C(C(=O)OCC)C(c2ccccc2[N+](=O)[O-])C(C#N)C(=N)O1` (stereo not given)?
NPYLR7 agonist: 1; hcGAS lum: -1; mcGAS lum: -6

Results for Cc1cc([N+](=O)[O-])c(C)cc1-c1ccc(/C=N\n2cnnc2)o1 ?
NPYLR7 agonist: -6; hcGAS lum: -5; mcGAS lum: -10

How did Cc1ccc(Cl)cc1NC(=O)c1ccc(CSc2nncn2C)o1 do in these assays?
NPYLR7 agonist: 5; hcGAS lum: -4

Results for Cc1cccc(C(=O)Nc2cc(-c3cccs3)nn2-c2nc(C)cc(=O)[nH]2)c1 ?
NPYLR7 agonist: 1; hcGAS lum: -8

How did COc1ccc(-c2nc(=S)[nH][nH]2)cc1 do in these assays?
NPYLR7 agonist: -4; hcGAS lum: 0; mcGAS lum: -1

Results for COc1ccccc1C(=O)Nc1sc2c(c1C(=O)NCC1CCCO1)CCCC2 (stereo not given) ?
NPYLR7 agonist: 11; hcGAS lum: -1; mcGAS lum: -4

Results for COc1ccc(C2CC(c3ccc(OC)c(OC)c3)=NN2S(C)(=O)=O)cc1 (stereo not given) ?
NPYLR7 agonist: 2; hcGAS lum: -3

How did Cc1cccnc1NC(=O)c1cc2c(s1)CCC(C)C2 (stereo not given) do in these assays?
NPYLR7 agonist: -4; hcGAS lum: 11

Results for COc1ccc(C)cc1NC(=O)N1CC(=O)N2CC(C)c3ccccc3C2C1 (stereo not given) ?
NPYLR7 agonist: 13; hcGAS lum: -10; mcGAS lum: -8

Results for O=C(CCc1ccccc1)N1CCN(c2nccc(-c3ccc(Oc4ccccc4)cc3)n2)CC1 ?
NPYLR7 agonist: 4; hcGAS lum: -7; mcGAS lum: -6

Results for N=c1oc2ccc(Br)cc2cc1C(=O)Nc1ccccc1F ?
NPYLR7 agonist: -4; hcGAS lum: 3; mcGAS lum: -4

What do the screens show for `O=C(NCc1cccnc1-n1ccnc1)c1cnc(CN2CCCC2)s1`?
NPYLR7 agonist: 17; hcGAS lum: -7

How did Cc1ccc(-n2nc(C(C)(C)C)cc2NC(=O)CN(Cc2ccccc2)C(=O)Nc2ccc(Cl)c(Cl)c2)c(C)c1 do in these assays?
NPYLR7 agonist: -3; hcGAS lum: -12; mcGAS lum: -5

Results for COCCN(Cc1cnn(C)c1)C(=O)C(=O)c1cccs1 ?
NPYLR7 agonist: 9; hcGAS lum: -7; mcGAS lum: -17

What do the screens show for `O=C(NCc1cc(-c2cccnc2)no1)c1cnn(Cc2ccccc2)c1`?
NPYLR7 agonist: 2; hcGAS lum: -7

What do the screens show for `CCCOc1ccccc1NC(=NS(=O)(=O)c1ccc(C)cc1)Nc1nc(C)cc(C)n1`?
NPYLR7 agonist: -4; hcGAS lum: 0; mcGAS lum: -4

What do the screens show for `O=C(c1cc(F)cc(F)c1)N1CCc2cc([N+](=O)[O-])ccc21`?
NPYLR7 agonist: 1; hcGAS lum: -7; mcGAS lum: -9

How did CN(Cc1cc(-c2ccncc2)no1)Cc1ccccc1-c1ccco1 do in these assays?
NPYLR7 agonist: 2; hcGAS lum: 0; mcGAS lum: -14

Results for CCOc1cccc(C=NNC(=O)c2n[nH]c3c2CCC3)c1O ?
NPYLR7 agonist: 7; hcGAS lum: -8; mcGAS lum: -8

How did CNC(=O)CN(C)c1ccc(S(=O)(=O)N(C(C)C)C(C)C)cn1 do in these assays?
NPYLR7 agonist: 0; hcGAS lum: -8

What do the screens show for `COc1ccc(CCOc2nc(-c3ccccc3F)n(-c3cccc(NC(=O)c4ccc5c(c4)OCO5)c3)n2)cc1`?
NPYLR7 agonist: -12; hcGAS lum: -3; mcGAS lum: 0

What do the screens show for `O=C(C1CCCCC1)N1CCC(Nc2nc(C3CC3)ns2)CC1`?
NPYLR7 agonist: -26&2; hcGAS lum: 3&-4; mcGAS lum: -16

How did COCCCn1c(C)c(C)c(C#N)c1NC(=O)CN1CC(C)CC(C)C1 (stereo not given) do in these assays?
NPYLR7 agonist: 3; hcGAS lum: -3; mcGAS lum: -17

Results for CN(C(=O)c1ccc(=O)n(CCOc2ccccc2)n1)C1CCCc2ccccc21 (stereo not given) ?
NPYLR7 agonist: -3; hcGAS lum: -6

Results for CCCc1nc(C)sc1C(=O)NN(C)c1ccccc1 ?
NPYLR7 agonist: 7; hcGAS lum: -9; mcGAS lum: -6

What do the screens show for `Cc1nc(C(C)NC(=O)Cn2c(C3CC3)nc3ccccc32)n[nH]1` (stereo not given)?
NPYLR7 agonist: 5; hcGAS lum: -5

Results for Cc1cccc(-c2cn(Cc3ccccc3C(F)(F)F)nn2)n1 ?
NPYLR7 agonist: -5; hcGAS lum: -3

How did CCC(NC(=O)NCc1ccc2c(c1)OCO2)C12CC3CC(CC(C3)C1)C2 (stereo not given) do in these assays?
NPYLR7 agonist: -3; hcGAS lum: -8

Results for CSc1ccc(CN2C(=O)C(C)ON=C2c2ccccc2F)cc1 (stereo not given) ?
NPYLR7 agonist: 9; hcGAS lum: -1

How did Cc1nc2n(n1)C(=O)C(C(c1ccccc1F)N1CCN(CCO)CC1)S2 (stereo not given) do in these assays?
NPYLR7 agonist: 0; hcGAS lum: -2; mcGAS lum: -6

What do the screens show for `CCOC(=O)CSc1c(CC(C)C)cnc2c1c(=O)n(C)c(=O)n2C`?
NPYLR7 agonist: 2; hcGAS lum: -6; mcGAS lum: -5

What do the screens show for `COc1ccc(OCCCN2C(=O)C3(CC(=O)N(CC(=O)N(C)C)C3=O)c3cc(F)ccc32)cc1` (stereo not given)?
NPYLR7 agonist: -2; hcGAS lum: -6; mcGAS lum: -7

What do the screens show for `O=C(O)c1csc(-c2cccs2)n1`?
NPYLR7 agonist: -1; hcGAS lum: -3

What do the screens show for `O=C(CCC(=O)N1CCCN(c2ncccn2)CC1)NC1CCCC1`?
NPYLR7 agonist: 1; hcGAS lum: -2

How did O=C(O)c1cc(OC2CCCCC2)c(F)cc1NS(=O)(=O)c1ccc2c(c1)COC2 do in these assays?
NPYLR7 agonist: -1; hcGAS lum: 7

Results for O=C(Nc1nc2cc3c(cc2s1)OCCO3)C1CCCCC1 ?
NPYLR7 agonist: 8; hcGAS lum: -5; mcGAS lum: -6

Results for CCOc1cc2c3c(c1)C1(Nc4ccccc4CO1)C(=O)N3C(C)(C)CC2C (stereo not given) ?
NPYLR7 agonist: -9; hcGAS lum: -6

How did CCOC(=O)N1CCN(C(=O)CSc2ccc(-c3cccnc3)nn2)CC1 do in these assays?
NPYLR7 agonist: -2; hcGAS lum: -1; mcGAS lum: -6

How did CCN(Cn1nc(-c2ccc(C(C)(C)C)cc2)n(C)c1=S)C1CCS(=O)(=O)C1 (stereo not given) do in these assays?
NPYLR7 agonist: -7; hcGAS lum: 2

How did COc1ccc2nc(NC(=O)C(C)n3c(=O)oc4ccccc43)sc2c1 (stereo not given) do in these assays?
NPYLR7 agonist: 4; hcGAS lum: -4

Results for CC(C(=O)OCc1csc(CC(=O)NCc2ccccc2)n1)N1C(=O)c2ccccc2C1=O (stereo not given) ?
NPYLR7 agonist: -1; hcGAS lum: -2

What do the screens show for `Cc1cccc(-c2nc(C)cc(N3CCN(S(=O)(=O)c4c(C)cc(C)cc4C)CC3)n2)c1`?
NPYLR7 agonist: 1; hcGAS lum: 0; mcGAS lum: -2

What do the screens show for `CN(Cc1ccc(Br)s1)c1cc(C(N)=O)ccn1`?
NPYLR7 agonist: 2&3; hcGAS lum: -14&-5

Results for COc1cc(OC)cc(-c2nnc(SCc3ccc(Br)cc3)n2-c2ccccc2C)c1 ?
hcGAS lum: -8; mcGAS lum: -7

Results for COC(=O)c1ccc(Cn2ccnc2-c2nccn2C(C)C)cc1 ?
NPYLR7 agonist: 8; hcGAS lum: -2

What do the screens show for `COc1ccc(Br)cc1C1Nc2ccccc2-c2nnc(SC)nc2O1` (stereo not given)?
NPYLR7 agonist: -5; hcGAS lum: -1; mcGAS lum: -6

How did NCCCCCCNC(=O)c1c(O)c2ccccc2oc1=O do in these assays?
NPYLR7 agonist: -4; hcGAS lum: -2

What do the screens show for `O=[N+]([O-])c1ccccc1S(=O)(=O)NCc1ccc(F)cc1`?
NPYLR7 agonist: -8; hcGAS lum: -4

Results for C=CCn1c(C)cc(C(=O)CN2C(=O)C(=O)N(CCc3cccs3)C2=O)c1C ?
NPYLR7 agonist: 5; hcGAS lum: 0

What do the screens show for `Clc1ccc(-n2ncnc2-c2ccc3c(c2)OCO3)cc1`?
NPYLR7 agonist: 10; hcGAS lum: 8

What do the screens show for `CCOC(=O)c1ccc(CN2CCCC2(C)C(=O)NCC(C)C)cc1` (stereo not given)?
NPYLR7 agonist: 3; hcGAS lum: -9

How did Cc1ccc(NC(=O)c2cccn(OCc3ccccc3F)c2=O)c(C)c1 do in these assays?
NPYLR7 agonist: 3; hcGAS lum: -6; mcGAS lum: -7

How did C=CCn1c(SCC(C)=O)nc2sc(C)c(C)c2c1=O do in these assays?
NPYLR7 agonist: 3; hcGAS lum: -9; mcGAS lum: -7

Results for O=C(CCCc1cccs1)N1CCC(CN2CCOCC2)CC1 ?
hcGAS lum: 3; mcGAS lum: 0

What do the screens show for `Cc1cc(C)n(-c2ccc(NC(=O)C3CCCCN3C(=O)c3cc(C)on3)cc2)n1` (stereo not given)?
NPYLR7 agonist: 15; hcGAS lum: -9

Results for CCCN1C(=O)C(CCC(=O)NNc2ccccc2C(F)(F)F)NC(=O)c2ccccc21 (stereo not given) ?
NPYLR7 agonist: 0; hcGAS lum: -5

Results for CN(C)c1cc(-c2noc(C3CC(c4cccc(F)c4)=NO3)n2)ccn1 (stereo not given) ?
NPYLR7 agonist: 6; hcGAS lum: -5; mcGAS lum: -11

Results for CN(C)Cc1nc2ccccc2c(=O)n1Cc1nc(C(C)(C)C)cs1 ?
NPYLR7 agonist: -1; hcGAS lum: -3

Results for COc1cccc(-c2nc3ccc(C(=O)NCCN4CCCC4=O)cc3o2)c1 ?
NPYLR7 agonist: 3; hcGAS lum: -10

What do the screens show for `CN1C(=O)NC(c2ccc(C(F)(F)F)cc2)C2=C1CN(CCN1CCOCC1)C2=O` (stereo not given)?
NPYLR7 agonist: 2; hcGAS lum: -8; mcGAS lum: -9

Results for COc1ccc(OC)c(-c2cc(C(=O)N=Nc3c(O)[nH]c4ccccc34)[nH]n2)c1 ?
NPYLR7 agonist: 3; hcGAS lum: -4; mcGAS lum: -8

What do the screens show for `CC[C@@H]1[C@H](OCc2ccccc2)c2ccccc2S(=O)(=O)N1CCO`?
NPYLR7 agonist: 14; hcGAS lum: -4; mcGAS lum: -9

How did CCOC(=O)N1CCN(C(c2ccc(C)cc2)C2Sc3nc(CC)nn3C2=O)CC1 (stereo not given) do in these assays?
NPYLR7 agonist: -7; hcGAS lum: -4; mcGAS lum: 0

What do the screens show for `Cc1cc2c(=O)n(Cc3ccco3)c(SCC(=O)NCCc3ccccc3)nc2s1`?
NPYLR7 agonist: -5; hcGAS lum: -3; mcGAS lum: -2

How did CN1Cc2ccccc2CC1Cn1ccnc1-c1ccc(CO)o1 (stereo not given) do in these assays?
NPYLR7 agonist: 2; hcGAS lum: -10

Grouped by structure, the entries above with a thiophene ring, fused or not (ten)
Results for Cc1cccc(C(=O)Nc2cc(-c3cccs3)nn2-c2nc(C)cc(=O)[nH]2)c1 ?
NPYLR7 agonist: 1; hcGAS lum: -8

Results for COc1ccccc1C(=O)Nc1sc2c(c1C(=O)NCC1CCCO1)CCCC2 (stereo not given) ?
NPYLR7 agonist: 11; hcGAS lum: -1; mcGAS lum: -4

How did Cc1cccnc1NC(=O)c1cc2c(s1)CCC(C)C2 (stereo not given) do in these assays?
NPYLR7 agonist: -4; hcGAS lum: 11

Results for COCCN(Cc1cnn(C)c1)C(=O)C(=O)c1cccs1 ?
NPYLR7 agonist: 9; hcGAS lum: -7; mcGAS lum: -17

What do the screens show for `O=C(O)c1csc(-c2cccs2)n1`?
NPYLR7 agonist: -1; hcGAS lum: -3

What do the screens show for `CN(Cc1ccc(Br)s1)c1cc(C(N)=O)ccn1`?
NPYLR7 agonist: 2&3; hcGAS lum: -14&-5

Results for C=CCn1c(C)cc(C(=O)CN2C(=O)C(=O)N(CCc3cccs3)C2=O)c1C ?
NPYLR7 agonist: 5; hcGAS lum: 0

How did C=CCn1c(SCC(C)=O)nc2sc(C)c(C)c2c1=O do in these assays?
NPYLR7 agonist: 3; hcGAS lum: -9; mcGAS lum: -7

Results for O=C(CCCc1cccs1)N1CCC(CN2CCOCC2)CC1 ?
hcGAS lum: 3; mcGAS lum: 0

What do the screens show for `Cc1cc2c(=O)n(Cc3ccco3)c(SCC(=O)NCCc3ccccc3)nc2s1`?
NPYLR7 agonist: -5; hcGAS lum: -3; mcGAS lum: -2
